# Myeloid diff MLP: myeloid differentiation induction; ER-HoxA9 myeloid progenitors, lysozyme-GFP differentiation, flow cytometry; calls only at 10 µM; hit rate 1% among 360,000; AID 624256;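 active means normalized GFP-positive differentiation at or above the plate's own cutoff, the solvent-only control mean plus 3 SD; inconclusive means no clear call, values can overlap the other calls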;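 further: cells exposed to compound for four days before flow analysis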
# NOD2 inhibition: NOD2 signaling inhibitors, cell-based, luminescence, uHTS, HEK293 (AID 1566). HEK293 NOD2/NF-kB luciferase reporter, luminescence; higher % means a stronger effect. hit rate 0.63% among 290,000. one-dose inhibition, % at 4 µM; EC50 in µM for titrated hits; further: many of its hits are not listed in these tables
# PhoP inhibition: inhibitors of PhoP regulon expression, primary screen, Salmonella Typhimurium, GFP reporter (AID 1863). S. Typhimurium PhoP-regulated promoter GFP reporter, 4 h; higher % means a stronger effect. one-dose inhibition, % at 50 µM; IC50 in µM for titrated hits. hit rate 0.16% among 300,000;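 active means inhibition over 29.93%, a cutoff 3 SD above the screen mean, later confirmed by dose response; inconclusive means inhibition over 29.93% but no dose response follow-up; inactive means inhibition at most 29.93% or unconfirmed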;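 further: 0% = low Mg2+ inducing control and 100% = high Mg2+ repressing control; strong numbers were not always called active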
# LYP inhibition: inhibitors of LYP phosphatase, biochemical, fluorescence intensity, uHTS (AID 1779) | recombinant LYP phosphatase, fluorescence intensity; higher % means a stronger effect | one-dose inhibition, % at 11.5 µM; IC50 in µM for titrated hits | hit rate 0.054% among 290,000;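 further: plate controls were vehicle with enzyme for no effect and no enzyme for full effect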
# KOR beta-arrestin-1: KOR agonists, beta-arrestin recruitment, primary screen, cell-based, luminescence, uHTS (AID 1777); KOR beta-arrestin recruitment, luminescence; higher % means a stronger effect; one-dose activation, % at 10 µM; EC50 in µM for titrated hits; hit rate 0.02% among 280,000; in the data active means activation above about 50%, passing the limit was not always enough; further: a part of the inactive calls stands beside numbers as strong as those of hits
# NOD1 NF-kB reporter: NOD1 signaling inhibitors, primary screen, cell-based, luminescence, uHTS (AID 1578); NOD1-driven NF-kB luciferase reporter cells, luminescence; higher % means a stronger effect; one-dose inhibition, % at 4 µM; EC50 in µM for titrated hits; hit rate 1% among 290,000; in the data active means inhibition mostly above about 36%, no sharp cut-off; inactive means mostly below about 34%;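 further: HEK-293T reporter cells stimulated with the NOD1 agonist gamma-tri-DAP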
# SIAH1 antagonists: Siah-1 peptide-binding antagonists, primary screen, biochemical, fluorescence polarization, rhodamine-plectin, uHTS (AID 1817); one-dose displacement, % at 20 µM; IC50 in µM for titrated hits; Siah-1 / rhodamine-plectin peptide fluorescence polarization; higher % means a stronger effect; hit rate 0.02% among 290,000;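 active means displacement of at least 50% at 20 µM, with a fluorescence ratio check between 0.3 and a set limit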;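 further: plate controls were Siah plus tracer with DMSO for no effect and tracer alone without Siah for full effect; strong numbers were not always called active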
# KOR beta-arrestin-2: KOR antagonists, beta-arrestin recruitment, cell-based, luminescence, uHTS (AID 1778); KOR beta-arrestin recruitment, luminescence, antagonist mode; higher % means a stronger effect; hit rate 0.091% among 290,000; one-dose inhibition, % at 10 µM; IC50 in µM for titrated hits; further: strong numbers were not always called active
# HIV fusion peptide: inhibitors of HIV fusion peptide binding, primary screen, biochemical, uHTS, fluorescence dequenching (AID 1986). cell-free peptide binding, fluorescence dequenching, 30 min; higher % means a stronger effect. inhibition, % at 20 µM, or IC50 in µM where a hit was titrated. hit rate 0.3% among 290,000; in the data active means inhibition mostly above about 52%, no sharp cut-off; inactive means mostly below about 76%; further: some results filed as inactive read as strong as hits
# Myeloid diff MLP GFP+ MAC1+ %: further read-out of Myeloid diff MLP, marked with its call; GFP+ MAC1+ double positive, %; measured here: differentiation confirmed by MAC1 staining
# Starred values were filed as active, the others as inactive; i = inactive; ? = inconclusive; · = no result given; + = active, no number; [ ] = remark or other dose. Unless noted, no stated cut-off is given here; in the data, active means inhibition above about 50%; inactive means the rest. Not all compounds are listed (hit frequency here may not be typical).
SMILES,Myeloid diff MLP,Myeloid diff MLP GFP+ MAC1+ %,NOD2 inhibition,PhoP inhibition,LYP inhibition,KOR beta-arrestin-1,NOD1 NF-kB reporter,SIAH1 antagonists,KOR beta-arrestin-2,HIV fusion peptide
Cc1ccc(C)c(NC(=O)Cc2coc3cc4c(cc23)CCC4)c1,i,0.5,-2%,-8%,-5%,-3.1%,-25%,12%,-14%,-0.2%
CCN1C/C(=C\c2cccc(C)c2)c2nc3ccccc3c(C(=O)O)c2C1,·,·,10%,-11%,-12%,6.5%,7%,7%,-25%,23%
C[n+]1cn(Cc2cc(Cl)ccc2OC(F)F)c2ccccc21,i,0.1,14%,-4%,-4%,-0.1%,-4%,6%,3%,1.3%
CC(C)Nc1nc(Cl)nc(NC2CCCCC2)n1,i,0.5,4%,-8%,-8%,1.8%,-24%,1%,-50%[20 µM],1.3%
CC1=C(C(=O)N2CCOCC2)C(c2ccc(O)cc2)NC(=S)N1 (stereo not given),i,0.3,11%,-14%,-8%,4.7%,1%,-4%,-19%,0.3%
COc1cccc(OCc2cc(C(=O)NCCN3CCCCC3CO)no2)c1 (stereo not given),i,0.0,6%,-2%,-11%,1.9%,-14%,1%,0%,1.4%
O=C1/C(=C/c2ccc(N3CCOCC3)o2)SC(=Nc2ccccc2)N1CCc1c[nH]c2ccccc12,+,79*,-14%,-1%,0%,-3.5%,7%,-3%,63%,37%
Cc1cc(C)cc(NCC(=O)Nc2c(C)cccc2C)c1,i,2.0,10%,-1%,-7%,0.4%,-5%,0%,-13%,-3.1%
COc1cccc(CN2CCN(c3nc4nonc4nc3NC3CC3)CC2)c1,i,0.2,6%,-8%,-5%,-5.0%,-22%,3%,15%[20 µM],7.2%
CC1CCN(S(=O)(=O)c2cccc(-c3nnc(-c4cccnc4)o3)c2)CC1,i,0.3,-6%,3%,-5%,-3.1%,-13%,6%,17%,-1.7%
CCN(CC)c1ccc(/C=N/NC(=O)c2cc3ccccc3[nH]2)cc1,i,1.3,0%,7%,-2%,-1.1%,-13%,-3%,-2%,-1.3%
CC(C)OC(=O)c1c(NC(=O)CCn2nnc3ccccc32)sc2c1CCCC2,i,0.4,15%,-4%,14%,-2.8%,-18%,1%,32%,1.0%
CN=C(Nc1cc(C)nn1CCC#N)c1ccccc1F,i,7.0,9%,-3%,-11%,0.1%,7%,-3%,-11%,5.6%
COc1ccc2oc(C(=O)NCc3ccco3)c(C)c2c1,i,3.9,-8%,-1%,-6%,0.1%,-49%,8%,20%,0.7%
Cc1cc(-c2nnc(SCC(=O)Nc3c(C)cccc3C)n2N)n[nH]1,i,1.8,-6%,-8%,-7%,-6.1%,-3%,9%,28%,1.3%
O=C1C2C3C=CC(C3)C2C(=O)N1CNc1ccccn1 (stereo not given),i,0.8,0%,4%,-10%,-8.9%,4%,6%,-10%,0.7%
O=C(CCCn1c(=O)[nH]c2cc(Cl)ccc2c1=O)N1CCN(c2ccc([N+](=O)[O-])cc2)CC1,i,0.7,10%,5%,-3%,-0.4%,-4%,8%,-6%,34%
COc1cc(OC)nc(Oc2ccc(NC(C)=O)cc2)n1,i,1.5,-1%,-2%,-7%,-3.0%,-23%,0%,-15%,0.7%
COc1cc(/C=C/C(=O)Nc2ccncc2)cc(OC)c1OC,i,0.8,9%,-3%,-7%,-3.2%,2%,-6%,0%,-0.2%
CCc1ccc(NC(=O)CSc2nnc(CNC(=O)c3cccs3)o2)cc1,i,0.7,-2%,11%,-12%,5.0%,-25%,-2%,-30%,0.3%
Cc1c(Cl)c([N+](=O)[O-])nn1CCCC(=O)Nc1c(Cl)cccc1Cl,i,2.3,-4%,5%,-2%,0.4%,-28%,17%,9%,1.9%
CC(C)NC(=O)CSc1nnc(-c2ccc(F)cc2)c2ccccc12,i,1.6,6%,-4%,5%,0.0%,-6%,-3%,-4%,3.8%
C/C(=N\NC(=O)COc1ccc(C(C)(C)C)cc1)c1ccccc1,i,0.3,9%,-3%,2%,-4.2%,-4%,0%,-16%,1.3%
Cc1cc([N+](=O)[O-])ccc1N(C)C,i,0.9,12%,10%,-2%,0.6%,-7%,1%,9%,1.8%
COc1ccc(N=C(C)C2=C(O)CSC2=O)cc1,i,1.8,-5%,-6%,-3%,1.6%,-7%,1%,-25%,-2.4%
# Remaining list, next part
SMILES,Myeloid diff MLP,Myeloid diff MLP GFP+ MAC1+ %,NOD2 inhibition,PhoP inhibition,LYP inhibition,KOR beta-arrestin-1,NOD1 NF-kB reporter,SIAH1 antagonists,KOR beta-arrestin-2,HIV fusion peptide
Cc1ccc(NC(=O)COc2ccc(-n3cnnn3)cc2)cc1C,?,·,15%,5%,-5%,10%,-20%,4%,17%,1.2%
CCOC(=O)Nc1ccc(C)cc1Br,i,0.4,-3%,4%,-6%,0.5%,·,-2%,-10%,4.9%
Cn1c(CSc2nc3ccccc3s2)n[nH]c1=S,i,0.3,-7%,0%,-1%,-0.9%,2%,6%,-24%,-0.3%
Cc1nnc(NC(=O)c2ccc3c(c2)C(=O)N(CCC(C)C)C3=O)s1,i,1.2,3%,-4%,-5%,-0.4%,-23%,5%,7%,-1.8%
N/C(=N\OC(=O)Cc1ccccc1)c1ccc(Br)cc1,i,0.2,0%,-8%,-10%,-2.4%,-28%,1%,26%,-0.5%
CCc1nnc(NC(=O)C2Cc3ccccc3CN2S(=O)(=O)c2c(C)c(C)cc(C)c2C)s1 (stereo not given),i,5.9,21%,3%,-4%,-2.8%,0%,7%,2%,5.5%
CCCCn1c(-c2ccco2)nc2ccccc2c1=O,i,2.0,16%,4%,-1%,-1.2%,·,-3%,12%,-2.1%
NC(=O)c1ccsc1NC(=O)COc1ccccc1,i,6.6,-68%,-1%,2%,2.3%,-49%,3%,7%,2.1%
CC1=CC(C)(C)Nc2ccc(C)cc21,i,7.2,-9%,-2%,-4%,0.1%,20%,-4%,·,12%
O=C(C1=C(O)C(=O)N(CCc2ccccc2)C1c1cccs1)c1ccco1 (stereo not given),i,0.4,11%,5%,2%,-2.4%,-30%,9%,13%,-1.1%
COc1ccc(CCC(=O)NNC(=O)c2cc(Cl)ccc2OC)cc1,i,1.1,-5%,-1%,-14%,-3.0%,-22%,-2%,-28%,0.5%
O=C(C1CCCN(S(=O)(=O)c2cnc[nH]2)C1)N(CCc1ccccc1)Cc1ccccc1 (stereo not given),i,3.8,1%,6%,-8%,0.9%,-6%,3%,12%,-5.8%
O=C(NCc1ccco1)C(c1ccco1)N(Cc1cccs1)C(=O)Cn1nnc2ccccc21 (stereo not given),i,0.8,22%,-3%,-2%,-3.4%,2%,6%,-12%,-1.3%
O=C(Nc1cccc(NC(=O)c2nccc3ccccc23)c1)c1ccco1,+,18*,-139%,·,-4%,-1.9%,-54%,-2%,4%,3.4%
COCC1CCCCN1C(=O)c1cc(COc2ccc3ncccc3c2)on1 (stereo not given),i,10,49%,7%,-2%,2.7%,26%,2%,-43%,-1.2%
CNC(=O)c1cnc(-c2ccccc2)nc1-c1ccccc1,i,0.7,10%,-2%,0%,1.2%,-13%,3%,14%,0.5%
CC(=O)NCCCC(=O)NNC1CC(=O)N(c2cccc(Cl)c2)C1=O (stereo not given),i,0.1,4%,0%,-6%,2.6%,-11%,14%,-13%,0.9%
O=C(Nc1ccc2c(c1)OCO2)c1ccccc1,i,0.4,-54%,8%,-8%,3.5%,-36%,-4%,-16%,-2.6%
Cc1ccc(S(=O)(=O)NCCOc2nc(N(C)C)nc(N(C)C)n2)cc1,i,1.0,14%,-6%,-3%,6.3%,-4%,-3%,5%,-1.4%
CCCN1CC(=O)N2C(c3ccccc3)c3[nH]c4ccccc4c3C[C@H]2C1=O (stereo not given in full),i,0.8,10%,3%,-6%,4.0%,-6%,-5%,-25%,3.3%
CCCCn1c(-c2ccco2)nc2oc3ccccc3c(=O)c2c1=O,i,0.3,5%,-4%,1%,0.8%,-9%,-1%,-16%,-3.0%
Cc1ccc(S(=O)(=O)N2CCOCC2)cc1NC(=O)c1cccc(S(=O)(=O)N2CCCC2)c1,i,0.1,14%,-12%,6%,-2.7%,-33%,12%,-8%,-0.6%
O=C(NCCCN1CCOCC1)[C@@H]1CSC2c3ccccc3C(=O)N21 (stereo not given in full),i,0.2,12%,0%,-2%,-0.2%,-6%,7%,-38%,1.1%
COc1cc(C(=O)N2CCN(C(=O)CC(C)C)CC2)cc(OC)c1OC,i,1.0,8%,5%,-3%,-1.8%,-14%,4%,6%,1.2%
Nc1c(C(=O)NCc2ccccc2)nnn1Cc1ccccc1,i,2.9,-4%,-6%,-3%,-0.5%,-26%,4%,-21%,0.4%
CCC(CC)COC(=O)C1=C(C)NC(=O)NC1c1cccc([N+](=O)[O-])c1 (stereo not given),i,0.2,0%,3%,-8%,2.7%,-26%,3%,1%,3.0%
CCOc1ccc(C(=O)NCCCN2CCOCC2)cc1OCC,i,0.3,11%,-8%,-7%,-7.0%,-14%,1%,1%[20 µM],2.1%

# By substructure, the entries above with a furan ring, fused or not.
SMILES,Myeloid diff MLP,Myeloid diff MLP GFP+ MAC1+ %,NOD2 inhibition,PhoP inhibition,LYP inhibition,KOR beta-arrestin-1,NOD1 NF-kB reporter,SIAH1 antagonists,KOR beta-arrestin-2,HIV fusion peptide
Cc1ccc(C)c(NC(=O)Cc2coc3cc4c(cc23)CCC4)c1,i,0.5,-2%,-8%,-5%,-3.1%,-25%,12%,-14%,-0.2%
O=C1/C(=C/c2ccc(N3CCOCC3)o2)SC(=Nc2ccccc2)N1CCc1c[nH]c2ccccc12,+,79*,-14%,-1%,0%,-3.5%,7%,-3%,63%,37%
COc1ccc2oc(C(=O)NCc3ccco3)c(C)c2c1,i,3.9,-8%,-1%,-6%,0.1%,-49%,8%,20%,0.7%
CCCCn1c(-c2ccco2)nc2ccccc2c1=O,i,2.0,16%,4%,-1%,-1.2%,·,-3%,12%,-2.1%
O=C(C1=C(O)C(=O)N(CCc2ccccc2)C1c1cccs1)c1ccco1 (stereo not given),i,0.4,11%,5%,2%,-2.4%,-30%,9%,13%,-1.1%
O=C(NCc1ccco1)C(c1ccco1)N(Cc1cccs1)C(=O)Cn1nnc2ccccc21 (stereo not given),i,0.8,22%,-3%,-2%,-3.4%,2%,6%,-12%,-1.3%
O=C(Nc1cccc(NC(=O)c2nccc3ccccc23)c1)c1ccco1,+,18*,-139%,·,-4%,-1.9%,-54%,-2%,4%,3.4%
CCCCn1c(-c2ccco2)nc2oc3ccccc3c(=O)c2c1=O,i,0.3,5%,-4%,1%,0.8%,-9%,-1%,-16%,-3.0%

# Given with values under each structure: part of the list above
# Each structure is followed by: Myeloid diff MLP	Myeloid diff MLP GFP+ MAC1+ %	NOD2 inhibition	PhoP inhibition	LYP inhibition	KOR beta-arrestin-1	NOD1 NF-kB reporter	SIAH1 antagonists	KOR beta-arrestin-2	HIV fusion peptide
> N/C(=N\OC(=O)Cc1ccccc1)c1ccc(Br)cc1
 : i	0.2	0%	-8%	-10%	-2.4%	-28%	1%	26%	-0.5%
> CCc1nnc(NC(=O)C2Cc3ccccc3CN2S(=O)(=O)c2c(C)c(C)cc(C)c2C)s1 (stereo not given)
 : i	5.9	21%	3%	-4%	-2.8%	0%	7%	2%	5.5%

# Assay outcomes deposited in PubChem by several laboratories.
